M. tuberculosis HTS: M. tuberculosis growth inhibition, HTS (AID 449762). M. tuberculosis H37Rv growth inhibition, 7H9 media; higher % means a stronger effect. inhibition, % at 25 µM; hits with a dose series show IC50 in µM. 330,000 compounds, 0.59% hits; in the data active = a potency from the dose series; inconclusive = inhibition above about 70% without an active follow-up result;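 also: bacterial growth assessed after seven days of incubation; strong numbers were not always called active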
inhibitors of VEEV: inhibitors of VEEV TC-83 cytopathic effect, confirmation, Vero cells (AID 588727); one-dose inhibition, % at 20 µM; IC50 in µM for titrated hits; Vero cells, VEEV TC-83 cytopathic effect inhibition; higher % means a stronger effect; 350,000 compounds, 0.13% hits; in the data active = a potency from the dose series; inconclusive = inhibition mostly from about 14% at the one dose, without a potency; inactive = the rest, 99 in 100 with inhibition below about 12%; also: strong numbers were not always called active
tuberculosis growth: growth inhibition of non-replicating M. tuberculosis (AID 488890); Mycobacterium tuberculosis non-replicating, growth inhibition; higher % means a stronger effect; 320,000 compounds, 0.39% hits; inhibition, % at 25 µM; hits with a dose series show IC50 in µM; in the data active = a potency from the dose series; inconclusive = inhibition mostly from about 82% at the one dose, without a potency; inactive = the rest, 99 in 100 with inhibition below about 76%;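 also: plate controls were DMSO cells for no effect and high antibiotic wells for full effect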
Salmonella PhoP GFP: PhoP regulon inhibitors, Salmonella typhi PhoP promoter GFP reporter, confirmatory (AID 1850) | one-dose inhibition, % at 50 µM; IC50 in µM for titrated hits | Salmonella Typhi PhoP-promoter GFP reporter, fluorescence, 4 h; higher % means a stronger effect | 310,000 compounds, 0.33% hits; in the data active = a potency from the dose series; inconclusive = inhibition mostly from about 25% at the one dose, without a potency; inactive = the rest, 99 in 100 with inhibition below about 19%;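 also: 0% = induced wells with vehicle and 100% = uninduced wells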
influenza NS1A: H1N1 influenza NS1A inhibitors, functional cell based assay (AID 504329). NS1A functional cell-based assay, percent inhibition; higher % means a stronger effect. inhibition, % at 12.5 µM; hits with a dose series show IC50 in µM. 340,000 compounds, 0.3% hits; in the data active = a potency from the dose series; inconclusive = inhibition above about 27% without an active follow-up result; also: strong numbers were not always called active
Numbers without * were called inactive; i = inactive; ? = inconclusive; · = not tested or not shown.

| nr | mol | M. tuberculosis HTS | inhibitors of VEEV | tuberculosis growth | Salmonella PhoP GFP | influenza NS1A |
| --- | --- | --- | --- | --- | --- | --- |
| 1 | COc1cccc(CN(C)C(c2ccccc2)c2ccccc2)c1OC | -2% | 1.0% | 6% | 1% | 7% |
| 2 | Cc1cc(=O)n(C(NC(=O)c2ccccc2)C(=O)c2ccccc2)cn1 (stereo unspecified) | 10% | 0.1% | 2% | 3% | -13% |
| 3 | O=C(N/N=C/c1cc2c(cc1[N+](=O)[O-])OCO2)c1ccccn1 | -1% | i | -2% | -2% | -5% |
| 4 | CC(NC(=O)C(=O)N/N=C/c1ccc(Cl)cc1)c1ccccc1 (stereo unspecified) | 9% | 0.5% | 2% | -1% | 2% |
| 5 | CC(C)Cc1ccc(CN2CCCC(NC(=O)CSc3nncn3C)C2)cc1 (stereo unspecified) | -1% | 0.2% | 3% | 2% | 17% |
| 6 | N#Cc1c(-c2ccccc2)nc(N2CCCCCC2)[nH]c1=O | -9% | i | 5% | -11% | 1% |
| 7 | Cc1nnc(SCC(=O)NC2CCCc3c2cnn3-c2ccc(F)cc2F)o1 (stereo unspecified) | -1% | 1.8% | 2% | -5% | -5% |
| 8 | Cc1ccc(NS(=O)(=O)c2cc(C(=O)N(C)C3CCN(C)CC3)ccc2Cl)cc1Cl | -16% | 2.3% | 4% | · | -10% |
| 9 | CCOc1ccc(S(=O)(=O)N(CC(=O)NCc2ccncc2)c2ccc(C)cc2)cc1 | -6% | 2.1% | 0% | 4% | 3% |
| 10 | CCCCCCC1(C)NC(=O)N(C(C)C(=O)Nc2ccc(N3CCOCC3)cc2)C1=O (stereo unspecified) | -9% | 0.2% | 23% | · | -4% |
| 11 | Cc1cc(-c2ccccc2)nc2oc3c(c12)NC(=O)CN(c1ccccc1)C3=O | -11% | i | -18% | -1% | -6% |
| 12 | COc1ccc2c(c1)c(C(C)=O)c(C)n2-c1ccc(C(C)=O)cc1 | · | 2.3% | · | · | -2% |
| 13 | CCn1c(COc2ccc(C)cc2)nnc1SCc1nc2ccccc2[nH]1 | 4% | i | 8% | 2% | -1% |
| 14 | O=C(CNc1ccccc1)NN=C1CCCC1 | 5% | i | -9% | 0% | 2% |
| 15 | Cc1nc(Nc2ccccc2Br)c2nnn(Cc3ccccc3)c2n1 | 9% | 0.9% | 20% | -5% | 4% |
| 16 | CC(C)(C#CCCCCC#CC(C)(C)[N+](C)(C)C)[N+](C)(C)C | -2% | · | 8% | -4% | · |
| 17 | CCN(CC)Cc1csc2ccc(Br)cc12 | 1% | 0.9% | 6% | -6% | -3% |
| 18 | CNC(=S)Nc1ccc(C)c(NC(=S)NC)c1 | -1% | 0.8% | -7% | -1% | 18% |
| 19 | CC1(C)SC2C(C(=O)O)N=C(Cc3ccccc3)N2C1C(=O)O (stereo unspecified) | · | 1.6% | · | · | 12µM* |
| 20 | O=C(CCN1C(=O)/C(=C/c2ccccc2)SC1=S)Nc1ccccn1 | 90µM* | 3.4% | 0% | -2% | 1% |
| 21 | COc1ccc(COc2cc(-c3cccc(OC)c3)nc3ccc(NC(=O)c4ccc(OC)cc4)cc23)cc1 | 5.4µM* | 8.7% | 61% | 0% | 1% |
| 22 | CCCNS(=O)(=O)c1cccc(C(=O)OCc2cc(=O)oc3cc(OC)ccc23)c1 | 1% | 8.7% | -2% | 2% | 5% |
| 23 | CN(CC(=O)Nc1cccc(F)c1)C(=O)CCN1C(=O)C2CC=CCC2C1=O (stereo unspecified) | -8% | 2.9% | -5% | · | -1% |
| 24 | COc1ccccc1CCNC(=O)c1c(C)nn(CC(C)C)c1Cl | -10% | 6.2% | 14% | -8% | -1% |
| 25 | CCN1CCC(n2nccc2NC(=O)c2ccccc2Cl)CC1 | -17% | i | -4% | 7% | -8% |

Following part
| nr | mol | M. tuberculosis HTS | inhibitors of VEEV | tuberculosis growth | Salmonella PhoP GFP | influenza NS1A |
| --- | --- | --- | --- | --- | --- | --- |
| 26 | Cc1ccccc1OCC(=O)OCC(=O)c1ccc(OCc2ccccc2)cc1 | 22% | 0.0% | ? | -7% | 6% |
| 27 | NC(=O)C1CCN(C(=O)CSc2nc(O)cc(=O)[nH]2)CC1 | -8% | i | 0% | 2% | 19% |
| 28 | CCc1nc(N)nc2c1C(=O)CC(C)(C)C2 | -2% | 0.3% | 24% | -10% | -13% |
| 29 | CCOC(=O)/C=C/C(=O)OCC(=O)Nc1ccc(OC)c(Cl)c1 | -1% | i | 20% | 6% | 7% |
| 30 | O=C(Nc1nc2ccccc2[nH]1)C1CC1 | -4% | 0.5% | -6% | -3% | -1% |
| 31 | CCCCCCOC(=O)C(C#N)c1nc2ccccc2nc1N1CCCCC1 (stereo unspecified) | 6% | i | -3% | -3% | 3% |
| 32 | COc1ccc(CCNC(=O)CSc2ccccc2)cc1OC | 0% | 0.7% | 5% | -1% | -12% |
| 33 | CCCCNc1nnc(SCC(=O)c2c[nH]c3ccccc23)s1 | 5% | 1.2% | 39% | -3% | 1% |
| 34 | Cc1cc(C)nc(NC(=O)c2cc(-c3ccc(C)s3)nc3ccccc23)c1 | 18% | 8.4% | 34% | -4% | 11% |
| 35 | Cc1cc(C)cc(N(CC(=O)O)S(=O)(=O)c2c(C)[nH]c(=O)[nH]c2=O)c1 | 13% | 1.0% | 5% | 2% | -4% |
| 36 | Cc1nc(SC2CC(=O)N(c3ccccc3)C2=O)n[nH]1 (stereo unspecified) | -1% | i | -12% | -1% | 3% |
| 37 | OC1(c2cccc(C(F)(F)F)c2)CCN(Cc2nnnn2CCc2ccccc2)CC1 | 1% | 5.2% | 22% | 3% | 3% |
| 38 | CSc1nc(SCC(=O)O)c2sc3nc(-c4ccccc4)c4c(c3c2n1)CCC4 | · | 3.0% | · | · | 16% |
| 39 | CS(=O)(=O)N(CC(=O)N1CCCCC1)C1CCCCC1 | 7% | 1.2% | -2% | -11% | 0% |
| 40 | Cc1oc(C)c(C(=O)O)c1C(=O)O | 12% | 2.8% | 11% | 14% | 0% |
| 41 | O=C(NNC(=O)C1C2C=CC(C2)C1C(=O)O)c1cc(Cl)ccc1O (stereo unspecified) | 4% | 1.7% | -6% | -5% | -10% |
| 42 | CCC(=O)Nc1ccc2c(c1)ncn2-c1ccc(OC)cc1 | 6% | 7.4% | 12% | -1% | 4% |
| 43 | O=C(NCc1cccs1)c1cnn2cccnc12 | 7% | i | 3% | -10% | -10% |
| 44 | OCC1(CO)COC2(CCCC2)N1 | -3% | 0.3% | 6% | -2% | -8% |
| 45 | Nc1sc2c(c1C(=O)c1ccccc1)CCCC2 | -20% | 1.2% | 4% | -5% | 2% |
| 46 | CCOC(=O)CSc1nc(C)c2cc(C)c(C)cc2n1 | 17% | 1.6% | ? | -3% | 1% |
| 47 | O=C(NCCc1cccc(F)c1)[C@@H]1CSC2c3ccccc3C(=O)N21 (stereo partly specified) | 3% | 1.2% | 4% | -4% | -3% |
| 48 | O=C(Oc1c(Cl)cc(Cl)c2ccccc12)N1CCCC1 | -15% | i | 76% | 11% | -27% |
| 49 | Cc1ccsc1/C=N/n1c(COc2ccccc2)n[nH]c1=S | 8% | 1.6% | -7% | -2% | -2% |
| 50 | COc1ccccc1C(=O)N=Nc1c(O)[nH]c2ccc([N+](=O)[O-])cc12 | · | 0.8% | · | · | 4% |

Further entries:
| nr | mol | M. tuberculosis HTS | inhibitors of VEEV | tuberculosis growth | Salmonella PhoP GFP | influenza NS1A |
| --- | --- | --- | --- | --- | --- | --- |
| 51 | C=CCn1c(SCC(=O)c2ccccc2)nnc1-c1cc2ccccc2o1 | -5% | 13% | -9% | 5% | 6% |
| 52 | CCOC(=O)C1CCCN(CCC(=O)Nc2cccc(C)c2)C1 (stereo unspecified) | -4% | 0.4% | 7% | 1% | 2% |
| 53 | COc1ccccc1C(=O)NCC(=O)NC1CCCc2ccccc21 (stereo unspecified) | -4% | 1.7% | 16% | 1% | -2% |
| 54 | N#CCc1nn2c(-c3ccccc3)ccnc2c1C#N | 1% | i | ? | -13% | 21% |
| 55 | CC(=O)Nc1ccc(S(=O)(=O)NCCc2cn3nc(C)c(C)nc3n2)cc1 | 8% | 1.0% | 3% | 4% | 3% |
| 56 | COc1cc(NC(=O)CNC(=O)Cn2ccc3ccccc3c2=O)cc(OC)c1OC | -2% | 1.3% | -5% | 1% | -8% |
| 57 | CCOC(=O)C(CCOc1cccc(CC)c1)C(=O)OCC | ? | 1.8% | 74% | -32% | -13% |
| 58 | O=C(COC(=O)COc1cccc(C(F)(F)F)c1)Nc1ccc(N2CCOCC2)cc1 | -7% | 2.1% | -15% | · | 1% |
| 59 | COc1cc(/C=C/C(=O)OCN2C(=O)c3ccccc3C2=O)ccc1OC(F)F | -7% | i | -8% | -9% | -11% |
| 60 | CC1CCC2C(=O)N(c3ccc(S(=O)(=O)c4ccccc4)cc3)C(=O)C2C1 (stereo unspecified) | -2% | 0.4% | -2% | -7% | -10% |
| 61 | O=Cc1ccc(Oc2ncccn2)cc1 | 13% | 0.9% | -2% | -4% | 11% |
| 62 | Cc1ccc2cc3cc(C(=O)N4CCN(Cc5ccccc5)CC4)sc3nc2c1 | -7% | 0.4% | 0% | 9% | 15% |
| 63 | COc1ccc(OCC(O)CNCCOc2ccccc2OC)c(C(C)(C)C)c1 (stereo unspecified) | 23% | 3.9% | 73% | 10% | 9% |
| 64 | COc1ccc(NC(=O)CCC(=O)Nc2cc(OC)c(NC(=O)c3cccs3)cc2OC)cc1 | -6% | 1.9% | 7% | -3% | 1% |
| 65 | COc1cccc(O)c1CN1CCCC(C(=O)c2cccc(C(F)(F)F)c2)C1 (stereo unspecified) | 8% | 0.1% | 75% | 0% | -5% |
| 66 | CC(C)(C)S(=O)(=O)/C(C#N)=N/Nc1ccc(Cl)cc1 | 43% | 9.4% | 66% | 3% | -1% |
| 67 | CC1CN(C(=S)SCC(=O)c2ccc([N+](=O)[O-])cc2)CC(C)O1 (stereo unspecified) | 27µM* | i | ? | 7% | 21% |
| 68 | CN(C)c1ccc(C(=O)/C=C/c2cccnc2)cc1 | -3% | 8.4% | 34% | 9% | 3% |
| 69 | Cc1c(C(=O)NNC(=O)c2csc(N3CCOCC3)n2)cccc1[N+](=O)[O-] | 1% | 0.2% | -6% | · | -14% |
| 70 | Oc1c(Br)cc(Br)cc1/C=N/N1CCN(Cc2ccccc2)CC1 | 5% | 1.2% | 13% | -9% | -2% |
| 71 | O=C(CC(=O)c1ccccc1)CC(O)(C=Cc1ccccc1)c1ccccc1 (stereo unspecified) | · | 0.3% | · | · | -26% |
| 72 | Cc1ccc(C(=O)Oc2ccccc2N2C(=O)C3CCC(C)CC3C2=O)cc1 (stereo unspecified) | 7% | 0.1% | 16% | 2% | 3% |
| 73 | Cc1nnc(SCC(=O)Nc2c(Cl)cccc2Cl)[nH]c1=O | -4% | 0.5% | · | -5% | 8% |
| 74 | Cc1cc2ncn(C3CC(=O)N(C)C3=O)c2cc1C (stereo unspecified) | -1% | 1.4% | -12% | -6% | -7% |
| 75 | CC1Cc2ccccc2N1S(=O)(=O)c1cccc(C(=O)NCc2ccncc2)c1 (stereo unspecified) | -6% | i | 20% | · | -3% |
| 76 | CCCC(=O)c1c(NC(C)C)cc(C)oc1=O | -12% | 2.1% | -5% | -13% | -31% |

Of the compounds above, 11 have an aryl thioether with sulfur outside any ring.
| nr | mol | M. tuberculosis HTS | inhibitors of VEEV | tuberculosis growth | Salmonella PhoP GFP | influenza NS1A |
| --- | --- | --- | --- | --- | --- | --- |
| 5 | CC(C)Cc1ccc(CN2CCCC(NC(=O)CSc3nncn3C)C2)cc1 (stereo unspecified) | -1% | 0.2% | 3% | 2% | 17% |
| 7 | Cc1nnc(SCC(=O)NC2CCCc3c2cnn3-c2ccc(F)cc2F)o1 (stereo unspecified) | -1% | 1.8% | 2% | -5% | -5% |
| 13 | CCn1c(COc2ccc(C)cc2)nnc1SCc1nc2ccccc2[nH]1 | 4% | i | 8% | 2% | -1% |
| 27 | NC(=O)C1CCN(C(=O)CSc2nc(O)cc(=O)[nH]2)CC1 | -8% | i | 0% | 2% | 19% |
| 32 | COc1ccc(CCNC(=O)CSc2ccccc2)cc1OC | 0% | 0.7% | 5% | -1% | -12% |
| 33 | CCCCNc1nnc(SCC(=O)c2c[nH]c3ccccc23)s1 | 5% | 1.2% | 39% | -3% | 1% |
| 36 | Cc1nc(SC2CC(=O)N(c3ccccc3)C2=O)n[nH]1 (stereo unspecified) | -1% | i | -12% | -1% | 3% |
| 38 | CSc1nc(SCC(=O)O)c2sc3nc(-c4ccccc4)c4c(c3c2n1)CCC4 | · | 3.0% | · | · | 16% |
| 46 | CCOC(=O)CSc1nc(C)c2cc(C)c(C)cc2n1 | 17% | 1.6% | ? | -3% | 1% |
| 51 | C=CCn1c(SCC(=O)c2ccccc2)nnc1-c1cc2ccccc2o1 | -5% | 13% | -9% | 5% | 6% |
| 73 | Cc1nnc(SCC(=O)Nc2c(Cl)cccc2Cl)[nH]c1=O | -4% | 0.5% | · | -5% | 8% |

Assay outcomes as filed in PubChem.
